Bioassay records (PubChem)
TDP1 block = inhibitors of human tyrosyl-DNA phosphodiesterase TDP1. recombinant TDP1, AlphaScreen DNA substrate cleavage. Potency, µM (highest dose often 130 µM), without a hit: at the top dose activity change, negative = inhibition, usual class: inhibitors. 350,000 compounds, 0.28% hits. AID 485290; further: nearly all actives have a fitted effect of over 40% in size
Target sequence (Q9NUW8 whole entry, looked up): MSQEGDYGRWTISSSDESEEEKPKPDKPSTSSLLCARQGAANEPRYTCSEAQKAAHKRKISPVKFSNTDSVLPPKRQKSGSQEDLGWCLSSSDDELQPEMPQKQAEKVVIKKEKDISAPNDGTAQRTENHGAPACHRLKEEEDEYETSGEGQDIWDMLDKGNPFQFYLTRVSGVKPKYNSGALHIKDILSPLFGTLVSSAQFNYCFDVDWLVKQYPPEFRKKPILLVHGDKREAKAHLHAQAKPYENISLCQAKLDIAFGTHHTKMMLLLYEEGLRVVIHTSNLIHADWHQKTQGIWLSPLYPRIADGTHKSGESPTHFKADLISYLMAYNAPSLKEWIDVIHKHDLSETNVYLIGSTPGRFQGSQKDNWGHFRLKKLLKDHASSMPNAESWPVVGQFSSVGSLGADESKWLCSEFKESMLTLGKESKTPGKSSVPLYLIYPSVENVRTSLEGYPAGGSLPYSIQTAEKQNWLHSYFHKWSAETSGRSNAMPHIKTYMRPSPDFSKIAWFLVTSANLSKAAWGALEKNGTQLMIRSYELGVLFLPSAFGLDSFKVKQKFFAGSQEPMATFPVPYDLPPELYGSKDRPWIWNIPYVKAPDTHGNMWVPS
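AlphaScreen read-out: signal falls as enzyme removes the 3' tyrosine-FITC from a 5'-biotinylated DNA oligo (15 nM, 5 min, RT). Enzyme was E. coli-made recombinant Tdp1 at 1 nM, exposed to compound for 15 min beforehand; beads 10 ug/ml, 10 min.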
TDP1 cell noCPT = qHTS for Inhibitors of human tyrosyl-DNA phosphodiesterase 1 (TDP1): qHTS in cells in absence of CPT; 420,000 compounds, 15% hits; AID 686978, 2013; Potency, µM (titrated, usually from 46.2 µM), inactives show at the top dose activity change, negative = growth inhibition, usual class: inhibitors; DT40 Tdp1-/- hTDP1 cells, no CPT, ATP luminescence, 48 h; further: nearly all actives have a fitted effect of over 55% in size
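Chicken DT40 Tdp1-/- cells stably complemented with human TDP1 were seeded at 400 cells/well with DMSO in place of 20 nM camptothecin. After compound pinning, cells grew at least 48 hr at 37 °C; viability read by CellTiter-Glo luminescence.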
TDP1 cell CPT = growth inhibition of DT40 Tdp1-/-;hTDP1 cells with camptothecin (screen for TDP1 inhibitors) | Potency, µM (series often up to 46.2 µM), inactives show top-dose activity change, negative = growth inhibition, actives largely listed as inhibitors | chicken DT40 Tdp1-/-;hTDP1 cells + 20 nM CPT, ATP luminescence, 48 h | 420,000 compounds, 12% hits; further: nearly all actives have a fitted effect of over 55% in size
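Chicken DT40 Tdp1-/- cells complemented with human TDP1, 400 cells/well, exposed to compounds plus 20 nM camptothecin for at least 48 h at 37 C; viability read as ATP content by CellTiter-Glo luminescence.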
An asterisk follows results filed as active; ? = inconclusive; · = no result given; & = joins results of further samples; [ ] = dose if it differs, or a comment. The call rests on the fitted dose curve; in most records, active means well fitted curve in the direction sought with a large enough effect; inconclusive means small, poorly fitted or top-dose-only effect, or another doubt; inactive means no such curve, though single readings can be large; an effect the other way counts as inactive or inconclusive. On the % scale 0 is the no-effect control and ±100 the full control effect; potency means the concentration at half of the fitted maximal effect.

SMILES	TDP1 block	TDP1 cell noCPT	TDP1 cell CPT
Cc1cccc(Cn2c(CN3CCCC(C)C3)nc3c2c(=O)n(C)c(=O)n3C)c1 (stereo not given)	-2%	?	?
CCCCNS(=O)(=O)c1ccc2nc(-c3cccnc3)cc(C(=O)NCCOC)c2c1	2%	-28%&-14%	-13%&-14%
CCN(CC)C(=O)C1CCN(S(=O)(=O)c2ccc(-n3cnnn3)cc2)CC1	3%	?	4%
O=C(Nc1nccs1)C1(c2ccc(Cl)cc2)CC1	5%	-6%	-23%
COc1ccc(Cl)cc1C1=NOC2(CCC2)C(=O)N1Cc1cccc(C#N)c1	·	?	?
O=C(c1ccccc1)c1cc(-c2ccccn2)c(N2CCOCC2)s1	-4%	?	-16%
COc1ccc(-c2c(-c3ccsc3)oc(=O)c3cc(OC)c(OC)cc23)cc1	0%	?	?
CCCNC(=S)Nc1ccccc1	4%	8%	10%
CC(=O)Nc1ccc(S(=O)(=O)N2CCN(Cc3cccc([N+](=O)[O-])c3)CC2)cc1	-6%	23µM*	?
O=C(CN1C(=O)CSc2ccc(S(=O)(=O)N3CCOCC3)cc21)NCCc1ccccc1	·	-8%	4%
CCNC(=O)CCSc1nnc(-c2ccncc2)o1	4%	4%	24%
CCOc1ccccc1OCCCC(=O)NNC(=O)c1ccc(F)cc1	-1%	0%	-7%
O=C(NCCN1CCOCC1)C(=O)NCC1OCCN1S(=O)(=O)c1ccccc1 (stereo not given)	-10%	3%	3%
Cc1c(Cl)c([N+](=O)[O-])nn1CC(=O)NCc1cccnc1	5%	3%	-2%
CCOc1ccc(OCc2cccc(C(=O)N3CCCC3)c2)cc1	2%	-28%	-20%
CN(/C(=N\S(=O)(=O)c1ccccc1)C(F)(F)F)c1ccccc1	7%	-16%	2%
COc1ccc(Cl)cc1N(C)C(=O)Cc1noc2ccc(C)cc12	5%	18µM*	16µM*
COC(=O)/C=C1\SC(N2CCOCC2)=C(c2ccc(OC)cc2)C1=O	-1%	1%	-28%
CCc1ccc(OC2(C)CCN(Cc3ccc4c(c3)OCCO4)C2)cc1 (stereo not given)	·	?	?
O=C(COc1ccc(F)cc1Cl)Nc1cccc(S(=O)(=O)N2CCCC2)c1	0%	-26%	?
COCCn1c(C)cc(C(=O)COC(=O)c2n[nH]c3ccccc23)c1C	1%	23µM*	-29%
COC(=O)c1cc(NC(=O)c2ccccc2)c(=O)oc1/C=C/Nc1ccc(Oc2ccccc2)cc1	-4%	23µM*	-25%
CN1C[C@@H]2[C@@H]3C(=O)N(Cc4ccccc4)C(=O)[C@@H]3[C@](Cc3ccccc3)(C1=O)N2C(=O)c1ccc(Br)cc1	·	?	-7%
C=CCNC(=S)N/N=C(\C)c1cccc(NC(C)=O)c1	5%	-4%	9%
CC(=O)OC(C(=O)NC1CCCCC1)c1cccc(C)c1 (stereo not given)	-2%	-16%	2%
O=C(O)c1ccn(Cn2cnc3ccccc32)n1	2%	-1%	2%
Cc1ccc2nc(SCC(=O)Nc3cc(C(C)(C)C)nn3-c3ccccc3)[nH]c2c1	4%	-1%	?
CC(=Nc1cccc(C)c1)c1sc2ccccc2c1O	0%	-17%	0%
COc1ccccc1NC(=S)NCC1CCC(CNC(=S)Nc2ccccc2OC)CC1 (stereo not given)	7%	?	?
O=C1CC(c2ccco2)CC2=C1C=Nc1ccccc1N2 (stereo not given)	-7%	?	-16%
Cc1cc(/C=C(\C#N)C(=O)NCc2cccs2)c(C)n1-c1ccc([N+](=O)[O-])cc1	0%	-5%	-24%
COc1ccc(C2=NO[C@@H]3C(=O)N(c4cccc(C)c4C)C(=O)[C@H]23)cc1OC	5%	-12%	1%
CC(=O)c1cccc(NC(=S)NC(=O)CC(C)(C)C)c1	-4%	-13%	-8%
Cc1cc(N=Cc2c(O)n(-c3cccc(Cl)c3)c(=O)c3ccccc23)no1	3%	21µM*	12µM*
COc1ccc(NC(=O)CSc2ccccc2)c([N+](=O)[O-])c1	-1%	29µM*	-1%
CC(C)Oc1ccc(CNC(=O)C(C)n2ccc3cc(S(=O)(=O)N4CCCCCC4)ccc32)cc1 (stereo not given)	6%	21µM*	?
CC1CCCCC1NC(=O)COC(=O)c1c2c(nc3ccccc13)/C(=C/c1ccco1)CC2 (stereo not given)	-2%	15µM*	16µM*
CC(C)Oc1ccc(C(=O)OC(C)C(=O)NC2CCCCC2C)cc1 (stereo not given)	-2%	?	-25%
COc1cc(/C=C2/SC(=S)N(Cc3ccccc3)C2=O)ccc1OCC(=O)O	·	3%	1%
COc1ccccc1NC(=O)CN1CCN(C(=O)C2CCCO2)CC1 (stereo not given)	3%	9%	3%
CCC1(C)Cc2c(sc3nc(SC)nc(N)c23)CO1 (stereo not given)	6%	-40%	-13%
Cc1cccc(C(=O)NCCc2nnc(SCC(=O)Nc3nc(C)cs3)n2C)c1	7%	-10%	-16%
CC(=O)c1ccc(S(=O)(=O)NCCc2csc(-c3cccnc3)n2)cc1	5%	-26%	-21%
O=C(NCC(c1cccs1)N1CCOCC1)c1ccc(Cl)nc1 (stereo not given)	0%	16%	-9%
O=C(CCS(=O)(=O)c1ccc(Cl)cc1)OCC(=O)N1CCCCC1	5%	9%	12%

Entries of single compounds as entered above. Order of values: TDP1 block, TDP1 cell noCPT, TDP1 cell CPT
CCOc1ccccc1OCCCC(=O)NNC(=O)c1ccc(F)cc1 across the screens: -1%, 0%, -7%
Cc1cc(/C=C(\C#N)C(=O)NCc2cccs2)c(C)n1-c1ccc([N+](=O)[O-])cc1 across the screens: 0%, -5%, -24%
CC(=Nc1cccc(C)c1)c1sc2ccccc2c1O across the screens: 0%, -17%, 0%
COc1cc(/C=C2/SC(=S)N(Cc3ccccc3)C2=O)ccc1OCC(=O)O across the screens: ·, 3%, 1%
COC(=O)c1cc(NC(=O)c2ccccc2)c(=O)oc1/C=C/Nc1ccc(Oc2ccccc2)cc1 across the screens: -4%, 23µM*, -25%

Next results follow:
SMILES	TDP1 block	TDP1 cell noCPT	TDP1 cell CPT
COc1ccc(-n2nc(C(=O)NCC(=O)N3CCCC3)c3ccccc3c2=O)cc1Cl	-10%	?	-16%
CC1CN(C(=O)COC(=O)c2c(Cl)cccc2Cl)CC(C)O1 (stereo not given)	-1%	-19%	-1%
O=C(/C=C/c1cc2ccccc2o1)c1ccccc1O	8%	?	-6%
CC(C)CCNC(=O)Cn1c2c(c(-c3ccccc3Cl)cc1=O)CCC2	6%	?	-23%
OCc1ccccc1NC(=S)Nc1cccnc1	-2%	-1%	-12%
COc1ccc(Cl)cc1NC(=O)N1CCC2(CC1)Oc1ccccc1C(=O)N2Cc1ccc(F)cc1	-3%	?	?
COCCn1c(=O)c(-c2cn(C)c3ccccc23)nc2cnc(OCc3ccccc3)nc21	·	32%[activator]	-1%
CCOc1ccc(-n2nc(CO)c(C(=O)NCc3ccc(Cl)cc3)n2)cc1	0%	-24%	-17%
CCc1ccc(C(=O)CC2(O)C(=O)N(CCc3ccccc3)c3ccc(Br)cc32)cc1 (stereo not given)	·	?	?
Cc1ccc(C)c(NC(=O)c2nc(Cl)ccc2Cl)c1	0%	0%	-19%
COCC(=O)N1CCC2(CCCN(c3ncccn3)C2)CC1	·	0%	8%
O=c1oc2ccccc2n1Cc1ccccc1	0%	?	-28%
O=C(O)c1ccc2c(c1)N(Cc1ccccc1)C(=O)c1ccccc1S2	4%	12%	11%
CC(C)(C)n1ncc2c(=O)n(CC(=O)Nc3ccc(Cl)cc3)cnc21	2%	?	?
CC(C)Cn1c(N)c(C(=O)NCCN2CCOCC2)c2nc3ccccc3nc21	-5%	18µM*	?
Cc1cc(C(=O)COc2ccccc2Cl)c(C)n1C1CC1	6%	6.5µM*	13µM*
CCN(CC)c1cc2c(cc1F)c(=O)c(S(=O)(=O)c1cccc(C)c1)cn2C	6%	?	?
COc1ccc(CC(=O)NCCS(=O)(=O)N2CCN(c3ccccc3)CC2)cc1OC	·	?	?
CCOc1ccc(OCC)c(NC(=O)C2CCN(S(=O)(=O)c3ccc(Br)s3)CC2)c1	-6%[12.3 µM]	-12%	3%
Cc1cc(C(F)(F)F)nc(NCc2cccnc2)n1	2%	0%	-15%
CCN(CC)c1nc2c(c(=O)[nH]c(=O)n2C)n1Cc1ccccc1Cl	·	?	1%
CCC(C(=O)OCC(=O)c1ccc(OC)cc1OC)c1ccccc1 (stereo not given)	?	2%	?
CCC(=O)Nc1sc2c(c1C(=O)OC)CCN(Cc1ccccc1)C2	·	-28%	-22%
C=C1C[C@H]2[C@@H]3CCc4cc(OC)ccc4[C@H]3CC[C@]12C	-12%	5%	-16%
Cc1ccc(S(=O)(=O)c2c(C)nn(C(C)(C)C)c2OC(=O)c2ccc(Br)o2)cc1	4%	?	?
O=C(CSC1=Nc2ccccc2N=C(c2ccc(F)cc2)C1)NCc1ccccc1Cl	1%	?	23µM*
CCCNC(=O)NC(=O)CSc1cccc(C(F)(F)F)c1	-1%	?	-30%
CN(CC(=O)NCCc1ccc(S(N)(=O)=O)cc1)S(=O)(=O)c1cccc2nsnc12	3%	8%	-24%
Cc1ccc(NC(=O)Nc2cccs2)cc1	0%	26µM*	16µM*
O=C(CNS(=O)(=O)c1c(Cl)cccc1Cl)N1CCCCCC1	·	-10%	-13%

Random excerpt: 2 records from the list, in no set order.
SMILES	TDP1 block	TDP1 cell noCPT	TDP1 cell CPT
Cc1ccc(NC(=O)Nc2cccs2)cc1	0%	26µM*	16µM*
Cc1cc(C(F)(F)F)nc(NCc2cccnc2)n1	2%	0%	-15%

Going on with the list.
SMILES	TDP1 block	TDP1 cell noCPT	TDP1 cell CPT
O=C1NC[C@H](Cc2ccccc2)N(C[C@H]2CCCN2C[C@H](Cc2ccccc2)N2C[C@H](Cc3ccccc3)N(CC3CCCCCC3)C(=O)C2=O)C1=O	·	16µM*	?
COc1ccc(-n2nc(C(=O)O)c(=O)n(C)c2=O)cc1	-6%	?	-3%
COc1cc(=O)n2c(c1C(=O)N(C)Cc1nonc1C)CCN(C(=O)c1cccc(C)c1C)CC2	·	-7%	5%
Cc1nc(-c2cccnc2)sc1C(=O)Nc1ccc(Cl)cc1	-2%	?	-15%
Cc1ccc(NC(=O)C(C)OC(=O)Cc2c[nH]c3ccccc23)cc1 (stereo not given)	·	-29%	-47%
CCOC(=O)c1cnc(SCC(=O)NCc2cccs2)nc1N	1%	-12%	-24%
CCC(C(=O)NCc1ccco1)N(Cc1cccs1)C(=O)CNS(=O)(=O)c1ccccc1 (stereo not given)	6%	-16%	-15%
Cc1cc(C)n(-c2ccc(NC(=O)C3CCN(Cc4cnc(C)s4)CC3)cc2)n1	3%[56.1 µM]	?	-20%
Cc1ccc(S(=O)(=O)N2CCN(c3nc(-c4cncs4)nc4ccccc34)CC2)cc1	1%	7.1µM*	10µM*
COCCN(CC(=O)NCC1CCCO1)C(=O)CCC(=O)Nc1cc(C)on1 (stereo not given)	3%	-8%	-5%
O=C(CN1CCN(C(=O)C2COc3ccccc3O2)CC1)Nc1ccccc1 (stereo not given)	6%	-1%	3%
Nc1nc2[nH]c(=O)[nH]c2c(=O)[nH]1	12%[56.1 µM]	7%	-10%
CCc1ccccc1NC(=O)c1ccc2c(c1)nnn2C1CCCC1	-3%	?	26µM*
COC(=O)C1=C(C(=O)OC)C(c2cc([N+](=O)[O-])ccc2O)c2sc(=O)[nH]c2S1 (stereo not given)	·	3%	2%
CC(=O)N1CCc2c(sc(NC(=O)CSc3ccccc3)c2-c2nc3ccccc3s2)C1	-5%	10µM*	13µM*
CCOC(=O)C(=CNNc1cccc(Cl)c1)C(=O)OCC	-2%	21µM*	12µM*
CN(C(=O)c1ccc(NC(=O)Cc2ccc(NC(=O)C3CCCN(C(=O)C4CCCCC4)C3)cc2)cc1)C1CC1 (stereo not given)	8%	-18%	?
COc1cccc(Cn2c(=O)c(-c3ccccc3)nc3cnc(N(C)C)nc32)c1	·	2%	?
N#CCCn1c(=O)c(-c2cccs2)nc2cnc(Nc3ccccc3)nc21	·	-1%	2%
NS(=O)(=O)c1ccc(CCNS(=O)(=O)c2cccs2)cc1	4%	-29%	4%
Cn1c(=O)c2c(nc3n2CC(O)CN3c2ccccc2)n(C)c1=O (stereo not given)	·	2%	4%

Compounds above that have a furan ring, fused or not:
SMILES	TDP1 block	TDP1 cell noCPT	TDP1 cell CPT
O=C1CC(c2ccco2)CC2=C1C=Nc1ccccc1N2 (stereo not given)	-7%	?	-16%
CC1CCCCC1NC(=O)COC(=O)c1c2c(nc3ccccc13)/C(=C/c1ccco1)CC2 (stereo not given)	-2%	15µM*	16µM*
O=C(/C=C/c1cc2ccccc2o1)c1ccccc1O	8%	?	-6%
Cc1ccc(S(=O)(=O)c2c(C)nn(C(C)(C)C)c2OC(=O)c2ccc(Br)o2)cc1	4%	?	?
CCC(C(=O)NCc1ccco1)N(Cc1cccs1)C(=O)CNS(=O)(=O)c1ccccc1 (stereo not given)	6%	-16%	-15%
